Compound activity from PubChem BioAssay.
CR mimetic SO – caloric restriction mimetics inhibiting age-related superoxide in yeast; S. cerevisiae aged cells, superoxide DHE fluorescence; active compounds read low; superoxide response (% of plate mean), % at 10 µM; actives 0.18% (n = 330,000); AID 2690;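 active = superoxide response under a set limit, about three screen SD below normal, cut at about 65% in these data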;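 also: yeast aged for seven days with compound at 30 °C before DHE staining; 100% = average MFI of all compound-treated wells on the plate with controls excluded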
LAP4 TOR yeast – yeast TOR pathway LAP4-GFP modulation | S. cerevisiae LAP4-GFP multiplex, flow cytometry GFP, 3 h; median GFP as percent of DMSO wells | GFP response vs DMSO, % at 10 µM | actives 0.34% (n = 320,000) | AID 2023;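 active = GFP response vs DMSO above a set limit, about the screen mean plus 3 SD, cut at about 150% in these data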
RPL19A TOR yeast – alters RPL19A-GFP fluorescence in TOR pathway yeast screen. S. cerevisiae RPL19A-GFP strain, flow cytometry, 3 h; active compounds read low. percent response vs DMSO, % at 10 µM. actives 0.3% (n = 330,000);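 active = percent response vs DMSO below 50%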;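 also: median channel GFP fluorescence of the barcoded RPL19A-GFP strain; ratio of sample median GFP to plate DMSO average so 100% = DMSO; lower means less RPL19A-GFP as with rapamycin TOR inhibition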
procasp3 activ – activates human procaspase-3; P42574; actives 0.11% (n = 330,000); activation, % at 8.5 µM; recombinant procaspase-3 D3A, Ac-DEVD-pNA absorbance 405 nm;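 active = activation above the mean of all tested compounds plus 3 SD, cut at about 21% in these data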;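 also: 0% = DMSO alone and 100% = DMSO wells spiked with extra 5 µM PC-3 D3A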
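Test system: Procaspase-3 D3A mutant; medium: Zinc-free HEPES/NaCl buffer with 0.01% Triton X-100 at pH 7.4; reagent: DEVD-pNA substrate; doses: one concentration, 8.5 µM nominal, 0.8% DMSO; times: 1 h preincubation plus 2 h reaction at 25 °C; signal: Epi-absorbance at 405 nm of released p-nitroaniline, 0 and 120 min; replicates: singlicate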
proCasp7 act – counter-screen: procaspase-7 (human) activation; recombinant procaspase-7, Ac-DEVD-pNA absorbance 405 nm; D23A/D198A/D206A triple mutant, cannot self-cleave; scale: DMSO 0, 5 µM enzyme 100; AID 463210; actives 0.093% (n = 330,000); P55210; activation, % at 8.5 µM;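 active = percent activation above the screen-wide mean plus 3 SD, cut at about 25% in these data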
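signal = Epi-absorbance of released pNA at 405 nm, two timepoints | assay system = Uncleavable procaspase-7 mutant enzyme | reagent = Ac-DEVD-pNA substrate, 400 µM as added | times = 1 h enzyme–compound preincubation and 2 h substrate reaction, both 25 °C | benchmarks = low DMSO alone, high DMSO plus 5 µM PC-7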
JMJD2C inh – human JMJD2C demethylase inhibition | AID 2099 | inhibition, % at 2.35 µM | GST-JMJD2C(1-420) H3K9me3 demethylation, DELFIA europium | actives 0.069% (n = 330,000) | Q9H3R0;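 active = more than half of a compound's replicate wells show inhibition beyond 50%, single wells judged on their own value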;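 also: signal counts dimethyl H3K9 product captured on neutravidin plate; 0% = median of DMSO wells and 100% = 0.3 times that DMSO median; strong numbers were not always called active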
MEP2-GFP yeast – yeast TOR pathway MEP2-GFP modulation; S. cerevisiae MEP2-GFP strain, flow cytometry GFP, 3 h; 100% = DMSO control level; GFP response vs DMSO, % at 10 µM; actives 0.51% (n = 330,000); AID 2016;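 active = GFP response versus DMSO above a set limit, roughly screen mean plus 3 SD, cut at about 180% in these data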;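 also: median GFP fluorescence of the barcode-gated MEP2-GFP cells per well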
AHR activator – activators of human aryl hydrocarbon receptor; actives 2.5% (n = 320,000); AID 2796; P35869; activation, % at 5 µM; AHR-responsive luciferase reporter cells, luminescence; in the data active = activation above about 47%;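 also: 0% = vehicle wells and 100% = reference agonist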
Target sequence (P35869 whole entry, looked up): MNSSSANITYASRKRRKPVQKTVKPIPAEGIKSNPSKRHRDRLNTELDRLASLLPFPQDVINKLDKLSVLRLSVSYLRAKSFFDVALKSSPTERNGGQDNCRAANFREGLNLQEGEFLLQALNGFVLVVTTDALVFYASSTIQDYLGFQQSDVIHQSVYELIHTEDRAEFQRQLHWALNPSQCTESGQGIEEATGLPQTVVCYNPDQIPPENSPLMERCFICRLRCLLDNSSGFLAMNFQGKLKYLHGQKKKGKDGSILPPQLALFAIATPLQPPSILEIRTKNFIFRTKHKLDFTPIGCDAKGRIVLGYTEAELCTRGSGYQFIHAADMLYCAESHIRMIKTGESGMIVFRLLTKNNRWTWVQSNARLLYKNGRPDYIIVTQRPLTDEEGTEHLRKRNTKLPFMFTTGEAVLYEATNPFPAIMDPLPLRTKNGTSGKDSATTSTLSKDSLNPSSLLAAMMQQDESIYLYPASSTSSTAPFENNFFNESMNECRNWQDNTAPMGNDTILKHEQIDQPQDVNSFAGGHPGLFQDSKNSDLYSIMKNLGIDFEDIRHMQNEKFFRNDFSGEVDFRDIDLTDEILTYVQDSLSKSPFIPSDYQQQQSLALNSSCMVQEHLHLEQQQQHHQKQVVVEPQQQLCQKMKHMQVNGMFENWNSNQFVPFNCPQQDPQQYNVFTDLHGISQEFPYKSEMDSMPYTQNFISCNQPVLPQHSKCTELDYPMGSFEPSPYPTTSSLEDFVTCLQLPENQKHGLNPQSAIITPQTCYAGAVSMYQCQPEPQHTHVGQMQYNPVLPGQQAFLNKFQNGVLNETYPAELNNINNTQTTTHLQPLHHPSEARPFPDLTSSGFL
Numbers without * were called inactive; / = no result given; & = joins results of further samples.

Field names: A = CR mimetic SO; B = LAP4 TOR yeast; C = RPL19A TOR yeast; D = procasp3 activ; E = proCasp7 act; F = JMJD2C inh; G = MEP2-GFP yeast; H = AHR activator
Cc1cc(C)n2nc(C(=O)OC(C)C(=O)c3ccccc3)nc2n1 (stereo unspecified)
  A: 95	B: 110	C: 100	D: 7	E: 3	F: -5	G: 101	H: 0
O=C(Nc1ccccc1N1CCCCC1)C1=COCCO1
  A: 91	B: 97	C: 97	D: 3	E: -3	F: 0	G: 94	H: 0
CCN(CC)c1ccc(NC(=O)c2ccc(Br)o2)c(C)c1
  A: 130	B: 96	C: 96	D: -11	E: -12	F: -15	G: 98	H: -6
CCOc1ccc(C(=O)NCC(c2cccs2)N2CCOCC2)cc1 (stereo unspecified)
  A: 107	B: 99	C: 100	D: 7	E: -4	F: 4	G: 101	H: 5
CC1(C)Cc2c(cnn2-c2cccc(F)c2)C(NC(=O)CCc2cnccn2)C1 (stereo unspecified)
  A: 117	B: 100	C: 102	D: 5	E: 3	F: -8	G: 112	H: 1
CN(Cc1ccc(F)cc1)C(=O)c1cccc(S(=O)(=O)NCc2ccccc2)c1
  A: 81	B: 97	C: 97	D: 2	E: 2	F: 1	G: 97	H: 1
CC1CCN(S(=O)(=O)c2cccc(C(=O)N(Cc3ccccc3)c3ccccn3)c2)CC1
  A: 84	B: 113	C: 110	D: 4	E: 5	F: 1	G: 105	H: 1
CSc1cccc(NC(=O)Nc2ccc(Cl)cc2)c1
  A: 96	B: 98	C: 98	D: 0	E: 3	F: -8	G: 93	H: 6
O=C(Cc1c(F)cccc1Cl)Nc1ccncc1
  A: 93	B: 98	C: 100	D: 3	E: 1	F: -6	G: 97	H: 1
CCOc1ccccc1NC(=O)C(NCC1CCCCC1)c1ccccc1 (stereo unspecified)
  A: 94	B: 117	C: 98	D: 0	E: -1	F: -14	G: 105	H: 1
CC(C)(C)NC(=O)COc1ccc(CNCc2cccnc2)cc1
  A: 101	B: 102	C: 100	D: 1	E: 12	F: 1	G: 101	H: 1
CCn1c(SCc2nc(CC(=O)Nc3ccccc3OC)no2)nnc1-c1cccs1
  A: 90	B: 98	C: 94	D: -6	E: -2	F: -5	G: 99	H: 0
CC(C)(C)C(=O)Cn1ncc(NC2CC2)c(Br)c1=O
  A: 103	B: 95	C: 92	D: -3	E: 6	F: 1	G: 113	H: 20
O=C(CCC1CCCC1)NNC(=O)c1ccc(F)cc1
  A: 94	B: 100	C: 100	D: 8	E: -6	F: -6	G: 106	H: 1
COc1cccc(CNC(=O)C2CCCN(S(=O)(=O)c3c(C)noc3/C=C/N(C)C)C2)c1 (stereo unspecified)
  A: 104	B: 73	C: 74	D: -3	E: -2	F: 4	G: 76	H: -3
Cc1c(C#N)sc2nc(-c3ccccc3)nc(N3CCCC3)c12
  A: 111	B: 99	C: 101	D: -9	E: 9	F: 5	G: 102	H: 16
CC1(C)CC(CCNC(=O)CCl)(c2ccccc2)CCO1 (stereo unspecified)
  A: 109	B: 88	C: 97	D: -5	E: -4	F: -6	G: 96	H: 2
CN(C)c1ccc(C(=O)OCC(=O)N2CCCC2)cc1
  A: 101	B: 114	C: 103	D: -6	E: 2	F: 36	G: 110	H: 2
Cc1cccc(NC(NC(=O)c2ccccn2)C(Cl)(Cl)Cl)c1 (stereo unspecified)
  A: 103	B: 94	C: 103	D: -2	E: -8	F: 8	G: 103	H: 1
COCCNC(=O)CN(Cc1cccs1)C(=O)CCC(=O)Nc1nccs1
  A: 98	B: 95	C: 94	D: 2	E: -1	F: 2	G: 98	H: 0
Cc1nc2nc(SCc3ccccc3)[nH]n2c(=O)c1CCC(C)C
  A: 110	B: 94	C: 104	D: 7	E: 6	F: 5	G: 108	H: 1
O=C(NCCCc1ccccn1)C1CCC(=O)N(Cc2cccc(F)c2)C1 (stereo unspecified)
  A: 109	B: 87	C: 95	D: 3	E: -3	F: 8	G: 96	H: -1
Cc1ccccc1CN1CCN(Cc2ccccc2C(F)(F)F)CC1
  A: 79	B: 100	C: 107	D: 11	E: 0	F: -4	G: 100	H: -3
CCCCn1c(SCC(N)=O)nc2c(sc3ccccc32)c1=O
  A: 88	B: 95	C: 97	D: 0	E: 20	F: 8	G: 96	H: 10
O=C(Nc1cnc2sc3c(n2c1=O)CCCC3)c1ccc(F)cc1
  A: 106	B: 116	C: 99	D: 4	E: 11	F: -2	G: 103	H: -6

Further results:
Field names: A = CR mimetic SO; B = LAP4 TOR yeast; C = RPL19A TOR yeast; D = procasp3 activ; E = proCasp7 act; F = JMJD2C inh; G = MEP2-GFP yeast; H = AHR activator
Cc1cc(S(=O)(=O)N2CCCC2)ccc1OCC(=O)N1CCCCC1
  A: 90	B: 98	C: 106	D: 3	E: 4	F: 2	G: 102	H: 0
Cc1ccc(-n2c(C)cc(C(=O)CN3CCOCC3)c2C)cc1
  A: 91	B: 102	C: 106	D: 15	E: -3	F: 14	G: 101	H: 6
COc1ccc(CCNC(=O)c2noc(C(C)C)c2[N+](=O)[O-])cc1OC
  A: 90	B: 87	C: 91	D: 2	E: 0	F: -14	G: 90	H: 1
CCC(C)NC(=O)c1c(N)n(/N=C/c2ccccn2)c2nc3ccccc3nc12 (stereo unspecified)
  A: 108	B: 99	C: 96	D: -17	E: -15	F: -18	G: 101	H: -4
CCN(CC)S(=O)(=O)c1cccc2cc(C(=O)O)c(O)cc12
  A: 111	B: 84	C: 87	D: 3	E: 1	F: -19	G: 91	H: 1
CCOC(=O)Cc1csc(NC(=O)COc2ccc(N(C)S(=O)(=O)c3cccs3)cc2)n1
  A: 107	B: 94	C: 93	D: 0	E: 5	F: 37&2	G: 97	H: -1
O=C(CSc1nnc(-c2ccc(C(F)(F)F)cn2)s1)c1ccc(Cl)cc1
  A: 129	B: 103	C: 90	D: 5	E: 5	F: 1	G: 94	H: 1
COc1ccc(-c2nnc(N(C)C(=O)c3cccnc3)s2)cc1
  A: 91	B: 107	C: 97	D: 1	E: -2	F: -15	G: 109	H: 2
COc1ccc2[nH]cc(CCn3ccc(=O)c(C)c3C)c2c1
  A: 98	B: 103	C: 98	D: 0	E: -1	F: -8	G: 101	H: 0
COc1cccc(NC(=O)NCc2cccn2C)c1
  A: 101	B: 103	C: 100	D: -8	E: -7	F: 4	G: 105	H: 8
Cc1nc(SCC(=O)c2c[nH]c3ccccc23)n[nH]1
  A: 108	B: 99	C: 99	D: 3	E: 0	F: -4	G: 104	H: 8
O=C(CCNC(=O)c1ccc(Cl)cc1)Nc1ccc(S(=O)(=O)N2CCOCC2)cc1
  A: 94	B: 94	C: 98	D: 3	E: -8	F: -7	G: 98	H: 2
CCOC(=O)C1=C(C)N(C)C(=O)NC1c1c(C)nn(-c2ccccc2)c1C (stereo unspecified)
  A: 92	B: 79	C: /	D: 7	E: 5	F: -6	G: 92	H: 0
CCOc1ccc2nc(NC(=O)CN3CCOCC3)sc2c1
  A: 116	B: 105	C: 96	D: -13	E: 0	F: -43	G: 97	H: 15
N/C(=N\OC(=O)c1cc(Cl)ccc1Cl)c1ccccn1
  A: 118	B: 109	C: 104	D: -2	E: -1	F: 0	G: 111	H: 122*
Cc1ccnc2nc(C(=O)N3CCN(S(=O)(=O)c4ccccc4)CC3)nn12
  A: 85	B: 94	C: 99	D: 2	E: 2	F: 152	G: 107	H: 1
O=C(Nc1nc2ccccc2n1CCOc1ccccc1)c1ccco1
  A: 113	B: 103	C: 105	D: 3	E: 7	F: -4	G: 106	H: -3
O=C(CC1(O)C(=O)N(Cc2ccccc2)c2ccccc21)c1ccncc1 (stereo unspecified)
  A: 115	B: 81	C: 91	D: 3	E: 0	F: -30	G: 90	H: 4
O=C(N/N=C/c1cc(Cl)ccc1O)c1cccnc1
  A: 95	B: 100	C: 109	D: -12	E: -15	F: 1	G: 111	H: 39
COc1ccccc1N1CCN(C(=O)Nc2cccc(Cl)c2)CC1
  A: 82	B: 96	C: 103	D: -4	E: -4	F: 2	G: 105	H: -7
O=C(Nc1ccccn1)c1ccc2c(=O)n3c(nc2c1)CCCCC3
  A: 103	B: 85	C: 93	D: -7	E: -4	F: 1	G: 92	H: 3
COc1ccc(NS(=O)(=O)c2cccc(C(=O)NNC(=O)c3cccc(NC(C)=O)c3)c2)cc1
  A: 105	B: 119	C: 97	D: 4	E: 7	F: -4	G: 104	H: 0
CCOC(=O)N1CCN(C(=O)CSc2nnc3[nH]c(=O)c(C)c(C)n23)CC1
  A: 103	B: 113	C: 98	D: -5	E: 10	F: 4	G: 94	H: 4
CC(=O)Nc1ccc(NC2=Nc3ccccc3N3C2=Nc2c(c(C)nn2-c2ccccc2)C3c2ccccc2)cc1 (stereo unspecified)
  A: 99	B: 105	C: 96	D: -7	E: 7	F: -1	G: 108	H: -2
O=C1CSC(=S)N1/N=C/C=C/c1ccccc1
  A: 107	B: 89	C: 97	D: -14	E: -22	F: 9	G: 91	H: 14
COc1ccc2cnnc(SCC(=O)Nc3ccc(C(C)=O)cc3)c2c1OC
  A: 110	B: 94	C: 102	D: 6	E: 5	F: 7	G: 104	H: -5
COc1ccc(C2(C)NC(=O)N(Cc3cc(Cl)cc4c3OCOC4)C2=O)cc1OC (stereo unspecified)
  A: 107	B: 98	C: 100	D: -2	E: 2	F: 46	G: 102	H: 3

Shown with tabs: part of the list above.
compound	CR mimetic SO	LAP4 TOR yeast	RPL19A TOR yeast	procasp3 activ	proCasp7 act	JMJD2C inh	MEP2-GFP yeast	AHR activator
O=C(CSc1nnc(-c2ccc(C(F)(F)F)cn2)s1)c1ccc(Cl)cc1	129	103	90	5	5	1	94	1
COc1ccc(-c2nnc(N(C)C(=O)c3cccnc3)s2)cc1	91	107	97	1	-2	-15	109	2
COc1ccc2[nH]cc(CCn3ccc(=O)c(C)c3C)c2c1	98	103	98	0	-1	-8	101	0

Arranged by the number under RPL19A TOR yeast (highest first): 4 of the compounds above.
SMILES	LAP4 TOR yeast	RPL19A TOR yeast	procasp3 activ	JMJD2C inh	MEP2-GFP yeast	AHR activator
Cc1ccccc1CN1CCN(Cc2ccccc2C(F)(F)F)CC1	100	107	11	-4	100	-3
CN(C)c1ccc(C(=O)OCC(=O)N2CCCC2)cc1	114	103	-6	36	110	2
O=C(CCC1CCCC1)NNC(=O)c1ccc(F)cc1	100	100	8	-6	106	1
COCCNC(=O)CN(Cc1cccs1)C(=O)CCC(=O)Nc1nccs1	95	94	2	2	98	0
